GAA inh – qHTS Assay for Inhibitors of Human alpha-Glucosidase as a Potential Chaperone Treatment of Pompe Disease; purified human GAA, 4-MU-alpha-glucoside fluorescence; Potency, µM (highest dose often 76.9 µM), for inactives: at the highest dose activity change, negative = inhibition, hits mostly inhibitors; actives 0.005% (n = 200,000);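 also: plate controls were uninhibited enzyme wells for no effect and no-enzyme background for full effect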
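AC50 values come from Hill fits of compound titrations (up to 77 uM) against 4 nM human enzyme. Substrate 4-methylumbelliferyl-alpha-D-pyranoside at 400 uM, pH 5.0 citrate buffer, 20 min room temperature; fluorescence Ex 365/Em 440 after alkaline stop.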
TR SRC2 fluor cs – Total Fluorescence Counterscreen for Inhibitors of the Interaction of Thyroid Hormone Receptor and Steroid Receptor Coregulator 2 | actives 0.29% (n = 280,000) | TRb/SRC2 Texas Red total fluorescence interference | Potency, µM (titrated, usually from 106 µM), for inactives: top-dose fluorescence change, negative = quenching; active = well fitted curve in either direction with a large enough effect; inconclusive = small, poorly fitted or top-dose-only effect
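Human TRb ligand-binding domain at 0.6 uM with 20 nM Texas Red SRC2 peptide in Tris buffer containing 1 uM T3 and 5% DMSO, incubated with compound 5 h at ambient temperature. Total fluorescence (555/632 nm) calculated as parallel + 2 × perpendicular.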
GAA glycogen – qHTS Assay for Inhibitors and Activators of Human alpha-Glucosidase Cleavage of Glycogen; Lysosomal alpha-glucosidase (Homo sapiens), P10253; actives 0.38% (n = 300,000); Potency, µM (series often up to 76.4 µM), for inactives: at the highest dose activity change, negative = inhibition, most hits filed as inhibitors; recombinant GAA, glycogen substrate, Amplex Red glucose oxidase fluorescence;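 also: 0% = full enzyme reaction and -100% = no-enzyme basal signal; the screen sought inhibitors and activators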
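Natural-substrate format: glycogen cleavage by 4 nM human enzyme, glucose read by Amplex Red coupling (Ex 573, Em 610 nm). Normalized to enzyme and no-enzyme controls.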
TRb-SRC2 inh – qHTS for Inhibitors of the Interaction of Thyroid Hormone Receptor and Steroid Receptor Coregulator 2; Thyroid hormone receptor beta (Homo sapiens), P10828; TRbeta-SRC2 peptide binding, fluorescence polarization; receptor liganded with 1 µM T3; Potency, µM (doses to about 106 µM), without a hit: at the top dose activity change, negative = inhibition, actives largely listed as inhibitors; actives 0.065% (n = 280,000); AID 1469, 2008;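 also: plate controls were bound peptide for no effect and peptide without receptor for full effect; nearly all actives have a fitted effect of over 50% in size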
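Human TRb ligand-binding domain (0.6 uM) is mixed with 20 nM Texas Red SRC2 peptide and 1 uM T3; after compound addition and 5 hr at ambient temperature, polarization is measured and normalized to unbound and bound controls.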
L3MBTL1 block – qHTS Assay for the Inhibitors of L3MBTL1. Lethal(3)malignant brain tumor-like protein 1 (Homo sapiens), Q9Y468. AlphaScreen L3MBTL1–H3K9me1 peptide binding. Potency, µM (series often up to 57.1 µM), inactives show at the top dose activity, negative = inhibition, most hits filed as inhibitors. actives 0.66% (n = 230,000). AID 485360, 2010; also: nearly all actives have a fitted effect of over 60% in size
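L3MBTL1 50 nM + b-AHA-H3(1-15)K9me1 75 nM, 30 min RT; compound added, 30 min RT; streptavidin donor/Ni-chelate acceptor beads 10 ug/mL each final, 30 min RT dark; AlphaScreen read.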
RECQ1 inh – qHTS Assay for Inhibitors of RecQ-Like Dna Helicase 1 (RECQ1); RECQ1 DNA unwinding, red fluorescence kinetic read; Potency, µM (top dose mostly 57.3 µM), inactives show at the top dose activity, negative = inhibition, actives largely listed as inhibitors; actives 0.54% (n = 240,000);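 also: plate controls were vehicle for no effect and no enzyme for full effect; nearly all actives have a fitted effect of over 30% in size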
Target sequence (P46063 whole entry, looked up): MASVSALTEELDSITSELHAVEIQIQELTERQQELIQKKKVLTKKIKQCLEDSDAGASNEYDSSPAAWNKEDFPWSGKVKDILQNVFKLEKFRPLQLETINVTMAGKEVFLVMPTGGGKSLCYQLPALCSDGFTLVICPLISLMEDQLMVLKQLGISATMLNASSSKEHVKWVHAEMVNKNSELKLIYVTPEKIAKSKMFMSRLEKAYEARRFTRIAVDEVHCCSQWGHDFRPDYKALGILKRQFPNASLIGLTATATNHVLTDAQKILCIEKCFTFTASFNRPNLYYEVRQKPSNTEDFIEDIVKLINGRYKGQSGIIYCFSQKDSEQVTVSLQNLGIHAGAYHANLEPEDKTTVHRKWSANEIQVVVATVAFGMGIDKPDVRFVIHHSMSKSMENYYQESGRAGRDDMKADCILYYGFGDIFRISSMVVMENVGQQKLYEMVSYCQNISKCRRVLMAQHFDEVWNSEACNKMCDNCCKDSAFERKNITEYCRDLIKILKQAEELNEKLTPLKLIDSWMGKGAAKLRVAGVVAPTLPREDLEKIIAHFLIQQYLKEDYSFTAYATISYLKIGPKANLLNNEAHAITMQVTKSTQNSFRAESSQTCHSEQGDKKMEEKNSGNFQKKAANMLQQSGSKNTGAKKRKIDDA
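RECQ1T1 50 nM; forked duplex (20 bp + 30-nt ss tails) 200 nM, ATP 2 mM final; pH 8.0, 2 mM MgCl2, 2.5 ug/ml poly(dI-dC); 15 min compound preincubation; discontinuous kinetic read over 2 h at RT.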
GoLoco inh red – qHTS Assay for Inhibitors of RGS12 GoLoco Motif Activity (Red Fluorophore). Gai1:RGS12 GoLoco peptide FP, rhodamine, 10 min. Potency, µM (titrated, usually from 61.6 µM), for inactives: top-dose activity, negative = inhibition, usual class: inhibitors. actives 0.44% (n = 230,000). AID 880, 2007; active = well fitted inhibition curve with a large enough effect, not every such curve was filed as active; inactive = no such curve, though single readings can be large or run the other way; also: nearly all actives have a fitted effect of over 30% in size; many of its hits are not listed in these tables
Target sequence (P63096 whole entry, looked up): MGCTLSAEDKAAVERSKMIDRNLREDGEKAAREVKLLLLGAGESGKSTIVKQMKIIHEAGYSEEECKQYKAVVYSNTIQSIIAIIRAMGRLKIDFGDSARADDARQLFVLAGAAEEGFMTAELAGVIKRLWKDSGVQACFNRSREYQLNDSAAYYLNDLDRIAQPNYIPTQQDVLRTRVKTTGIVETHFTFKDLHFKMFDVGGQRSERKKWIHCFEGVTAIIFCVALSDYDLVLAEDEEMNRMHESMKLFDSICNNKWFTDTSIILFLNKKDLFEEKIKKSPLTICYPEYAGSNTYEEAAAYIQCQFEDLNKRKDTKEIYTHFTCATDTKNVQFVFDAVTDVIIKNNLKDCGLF
GAA spleen mod – qHTS Assay for Inhibitors and Activators of Human alpha-Glucosidase From Spleen Homogenate | Lysosomal alpha-glucosidase (Homo sapiens), P10253 | actives 0.006% (n = 240,000) | AID 2112, 2009 | Potency, µM (highest dose often 79.9 µM), for inactives: top-dose activity change, negative = inhibition, hits mostly inhibitors | human spleen homogenate, 4-MU-alpha-glucoside fluorescence;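 also: 0% = enzyme with vehicle and -100% = no enzyme basal signal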
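Human spleen homogenate (1 ug) with 4-methylumbelliferyl-alpha-D-glucopyranoside (1 mM final) in 50 mM citrate/phosphate pH 5.0, 0.01% Tween-20; 40 min at 37 C. Stopped at pH 10; 4-MU fluorescence Ex 365/Em 440 nm; AC50 by Hill fit.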
The depositor's hits bear a star; i = inactive; ? = inconclusive; · = no result given; [ ] = another dose, or the depositor's remark. Unless noted, calls follow the shape of the dose curve; as a rule, active = well fitted curve in the direction sought with a large enough effect; inconclusive = small, poorly fitted or top-dose-only effect, or another doubt; inactive = no such curve, though single readings can be large; an effect the other way counts as inactive or inconclusive. Unless noted, % is scaled to controls: 0 for no effect and ±100 for the full control effect; potency is read from the fitted curve at half-maximal effect. A portion of the library (hit frequency here may not be typical).

compound,GAA inh,TR SRC2 fluor cs,GAA glycogen,TRb-SRC2 inh,L3MBTL1 block,RECQ1 inh,GoLoco inh red,GAA spleen mod
CCOC(=O)c1ccc(Oc2c(C)oc3cc(OS(C)(=O)=O)ccc3c2=O)cc1,-2%,1%,1%,4%,-4%,11%,58%[activator],-3%
COc1cc(OC)c(NC(=O)c2ccc(Br)o2)cc1Cl,?,-3%,-12%,1%,-2%,-14%,7%,-3%
COc1c(OC)c(O)c2c(=O)c(O)c(-c3ccccc3)oc2c1OC,·,-2%,?,-7%,7%,i,-10%,0%
O=C1c2cccnc2C(=O)N1Cc1ccc(F)cc1,-1%,0%,-2%,-1%,-6%,-2%,3%,-10%
COc1cccc(C(C#N)N2N=C(C)CC2(C)C)c1O (stereo unspecified),-4%,-3%,-1%,1%,-8%,-2%,-8%,-6%
COc1cc(SC)ccc1C(=O)N(Cc1ccccc1)c1ccccn1,3%,-2%,11%,-9%,-3%,-6%,9%,2%
COc1ccc(S(=O)(=O)N2CCCC(C(=O)NCCC(C)C)C2)cc1 (stereo unspecified),-4%,-3%,3%,-2%,13%,-6%,3%,1%
C=CCn1c(-c2cc(-c3ccc(C)cc3)nc3ccccc23)n[nH]c1=S,0%,0%,-29%,5%,1%,i,10%,-1%
CCc1nc(SCC(=O)Nc2nccs2)c2oc3ccccc3c2n1,-10%,-2%,0%,0%,8%,-6%,4%,-1%
CC(=O)Nc1ccc(S(=O)(=O)NC2=C(N3CCN(c4ccc(F)cc4)CC3)C(=O)c3ccccc3C2=O)cc1,-4%,-5%,?,-21%,·,-8%,-13%,8%
Cc1ccc(-n2nnnc2SCC(=O)NC2CCCc3ccccc32)cc1 (stereo unspecified),-6%,-10%,-4%,7%,2%,-5%,22%,-15%
CN(Cc1cn(C)nc1-c1ccccc1F)Cc1nccn1C,8%,-1%,-3%,2%,-8%,i,10%,3%
O=C(O)c1ccc(/C=N/Nc2ccc(C(F)(F)F)cn2)cc1,1%,-1%,-15%,5%,4%,0%,-4%,-1%
COc1ccc(CNC(=S)NC(C)CCc2ccccc2)cc1 (stereo unspecified),2%,-2%,13%,-12%,-1%,i,5%,-2%
CC1=NN(c2ccccc2)C(=O)C1C(=O)c1ccc([N+](=O)[O-])cc1 (stereo unspecified),-7%,0%,-14%,7%,·,i,10%,4%
O=C(Cc1cc(=O)[nH]c(=O)[nH]1)NCc1ccc(Cl)cc1,6%,?,1%,?,0%,-19%,8%,-4%
C=CCn1c(N2CCCCCC2)nc2c1c(=O)[nH]c(=O)n2C,1%,0%,4%,-5%,-3%,-2%,7%,3%
CN(C(=O)c1ccc(COc2ccccc2Br)o1)c1ccccc1,-33%,-1%,2%,5%,7%,i,-18%,0%
Fc1cccc(-c2nn[nH]n2)c1,5%,0%,-16%,0%,·,-9%,-5%,-7%
COc1ccc(N=NC2=C(O)CC(C)(C)CC2=O)cc1,-3%,-1%,6%,-1%,-1%,-1%,-5%,4%
O=C(NCc1ccncc1)C(=O)Nc1nccs1,·,0%,4%,-3%,·,0%,-7%,-8%
NC(=O)C1CCN(CC(=O)Nc2ccccc2Sc2ccccc2)CC1,-6%,-6%,-3%,0%,9%,-4%,-16%,5%
Cc1cnnc2ccc3c(no[n+]3[O-])c12,-1%,-2%,11%,2%,-1%,i,·,-2%
CCCCNC(=O)CSc1nnc(-c2ccco2)n1C,-5%,-1%,10%,0%,-1%,-10%,-1%,-1%
CN(CC(=O)NCCCN1CCOCC1)S(=O)(=O)c1ccc(Br)cc1,8%,-8%,-8%,-8%,·,-9%,9%,-9%

Molecules shown so far that contain a Cl atom, in the order listed:
compound,GAA inh,TR SRC2 fluor cs,GAA glycogen,TRb-SRC2 inh,L3MBTL1 block,RECQ1 inh,GoLoco inh red,GAA spleen mod
COc1cc(OC)c(NC(=O)c2ccc(Br)o2)cc1Cl,?,-3%,-12%,1%,-2%,-14%,7%,-3%
O=C(Cc1cc(=O)[nH]c(=O)[nH]1)NCc1ccc(Cl)cc1,6%,?,1%,?,0%,-19%,8%,-4%

Next section.
compound,GAA inh,TR SRC2 fluor cs,GAA glycogen,TRb-SRC2 inh,L3MBTL1 block,RECQ1 inh,GoLoco inh red,GAA spleen mod
CC(C)n1c(-c2ccccc2F)n[nH]c1=S,-2%,0%,-15%,4%,13%,i,6%,-1%
CSc1ccc(NC(=O)Nc2cc(C)ccn2)cc1,·,-4%,0%,3%,-7%,-1%,6%[14.2 µM],-14%
O=C1CCCC2=C1C(c1cccc(O)c1)C1=C(N2)c2ccccc2C1=O (stereo unspecified),?,1%,-1%,-6%,2%,-13%,6%,5%
CN(C)CCCNc1nc(N)c([N+](=O)[O-])c(NCCO)n1,-6%,-2%,4%,-1%,6%,-6%,11%,-4%
Cc1cc2oc(C(=O)NC3CCS(=O)(=O)C3)c(C)c2cc1C (stereo unspecified),6%,-1%,-2%,-18%,3%,-2%,3%,2%
CN1CCN(CCCc2c3c(cc4c2CCC4)CCC3)CC1,1%,-7%,-5%,-5%,-8%,-6%,6%,0%
CCN(CC(=O)NC(c1ccccc1)c1ccccc1)Cc1nc2ccccc2c(=O)[nH]1,-7%,1%,3%,2%,-5%,-4%,-29%,-3%
O=C(c1ccccc1)N1CCCC(C(=O)N2CCc3ccccc3C2)C1 (stereo unspecified),-4%,1%,12%,-1%,·,-11%,-8%,-3%
CN(C)C(=O)CNc1n[nH]c(=S)[nH]c1=O,0%[15.4 µM],-1%,?,3%,0%,-2%,-4%,-3%
Cc1ccoc1C(=O)Nc1cccc(Oc2ccccc2)c1,-7%,-2%,-6%,-5%,·,-17%,-10%,-2%
Cc1nn(Cc2ccccc2Cl)c(C)c1NC(=O)C1C2CCC(O2)C1C(=O)O (stereo unspecified),-7%,0%,-16%,11%,·,-1%,-22%,3%
COC(=O)[C@H]1Cc2cnoc2C[C@]1(C)C(=O)O,-2%,0%,1%,-7%,11%,5%,4%,2%
O=C(c1ccccc1)c1nn(-c2ccc(Cl)cc2)c(=O)cc1C(F)(F)F,-14%,-7%,-27%,-2%,-10%,-14%,1%,-8%
Cc1ccc(NC(=O)CN2C(=O)NC3(CCc4ccccc43)C2=O)cc1Cl (stereo unspecified),?,-5%,2%,5%,·,-7%,-20%,-5%
N=C1C(c2nc3ccccc3[nH]2)=C(O)CN1NC(=O)COc1cccc(F)c1,0%,-1%,-2%,1%,-2%,i,6%,10%
C=CCn1c(-c2ccccc2OCC)n[nH]c1=S,1%,-6%,-7%,1%,?,-3%,7%,·
O=C(NCc1ccc(F)cc1)c1cc(-c2ccco2)on1,6%,-1%,7%,-4%,0%,-4%,3%,0%
O=C(c1cnccn1)N(Cc1ccco1)C1(C(=O)NC2CCCCC2)CCCCC1,2%,1%,-1%,0%,·,-4%,0%,-5%
Cc1nn(CCC(=O)NNC(=S)Nc2ccc([N+](=O)[O-])cc2)c(C)c1[N+](=O)[O-],-13%,-2%,?,-5%,-9%,3%,-1%,5%
NC(=O)c1cc(S(=O)(=O)Nc2cccc(F)c2)co1,5%[15.4 µM],-3%,-4%,0%,4%,-4%,1%,2%
O=C(Cc1ccc(Cl)cc1)NNC(=O)c1cnccn1,2%,0%,7%,2%,-11%,0%,-9%,-5%
O=C1OC(c2ccccc2)=NC12CC2c1ccc(Cl)cc1 (stereo unspecified),3%,-2%,2%,-5%,-6%,2%,12%,-1%
CCOC(=O)C1(Cc2ccc(OC)cc2)CCN(C(=O)CCn2cccn2)CC1,·,-8%,-5%,1%,1%,0%,3%,2%
COc1ccc(OCC(=O)NC(=S)Nc2ccc(S(=O)(=O)Nc3cc(OC)nc(OC)n3)cc2)cc1,-5%,0%,-8%,0%,-4%,3%,5%,3%
CCOc1ccccc1NC(=O)NC(C)c1ccncc1 (stereo unspecified),·,0%,-9%,3%,4%,-6%,0%,?

Later entries:
compound,GAA inh,TR SRC2 fluor cs,GAA glycogen,TRb-SRC2 inh,L3MBTL1 block,RECQ1 inh,GoLoco inh red,GAA spleen mod
CCN(CC)C(=S)SCC(=O)c1ccccc1,-8%,-5%,14%,-12%,13%,-8%,-4%,-6%
CCCCC(=O)NC(=S)Nc1cccc(NC(=O)c2ccco2)c1,-13%,-3%,6%,8%,-5%,-1%,3%,-10%
CN1CCN(c2ccc(Cl)cc2NC(=O)CCN2C(=O)c3ccccc3C2=O)CC1,3%,5%,-7%,-3%,·,i,22%,-6%
CCCC(=O)Nc1c(C(=O)OCC)[nH]c2ccccc12,-4%,0%,2%,6%,20%,0%,-32%,-2%
COc1cccc(C2NC(=S)NC3=C2CCc2ccccc23)c1 (stereo unspecified),5%,-2%,-3%,6%,-4%,-4%,·,-5%
CCOC(=O)C1(Cc2cccc(OC)c2)CCN(Cc2cccn2-c2nccs2)CC1,-6%,-2%,0%,6%,-20%,-2%,1%,-8%
CCOc1ccccc1N1CCN(C(=O)/C=C/c2cccc([N+](=O)[O-])c2)CC1,-7%,0%,-7%,-3%,-18%,i,-8%,0%
Cc1ccc(N2C(=O)c3ccccc3NC2C(C)Cc2ccc3c(c2)OCO3)cc1 (stereo unspecified),?,-2%,-4%,-2%,-4%,-15%,0%,-2%
C[C@@H]1CNCCN1S(=O)(=O)c1cccc2cnccc12,·,-1%,·,11%,·,-7%,-4%,-1%

High-throughput results deposited in PubChem by National Center for Advancing Translational Sciences (NCATS).
